High-throughput results: PubChem BioAssay, several laboratories
SR-BI HDL uptake: inhibitors of SR-BI mediated HDL lipid uptake, primary screen, ldlA[mSR-BI] cells, fluorescence, single point | 320,000 tested, 0.96% active | Scavenger receptor class B member 1 (Mus musculus), Q61009 | inhibition, % at 12.5 µM | AID 488896, 2010 | ldlA[mSR-BI] CHO cells, DiI-HDL uptake fluorescence, 3 h;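 active = mean replicate inhibition of at least 70% and a set share of replicates each scoring 70 or more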;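 note: 0% = median of neutral control wells and 100% = median of positive control wells; values of inactives mirror those of a sister screen read the other way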
SR-BI uptake up: activators of SR-BI mediated DiI-HDL uptake, primary screen, ldlA[mSR-BI] CHO cells, DiI fluorescence; 3 h; 100 = double the neutral-control signal; activation, % at 12.5 µM; 320,000 tested, 0.096% active; AID 504775, 2011;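 active = mean replicate activation of at least 60% and every replicate at or above 60%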;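 note: 0% = median plate neutral-control signal and 100% = twice that signal; values of inactives mirror those of a sister screen read the other way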
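Assay system: LDL receptor-deficient CHO ldlA cells overexpressing murine SR-BI / Medium: BSA-supplemented, HEPES-buffered Ham's F12, pH 7.4 / Probe or stimulus: DiI-labelled HDL at 10 µg/mL final / Timing: compound with DiI-HDL co-incubation, 3 h at 37 °C / Technique: bottom-read cell fluorescence after medium removal, ex 550/em 595 nm / Measure: HDL uptake via cellular fluorescence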
Keap1-Nrf2 PPI: Keap1-Nrf2 protein-protein interaction inhibitors, primary screen, biochemical, fluorescence polarization, single point. Keap1 Kelch-Nrf2 peptide fluorescence polarization, 1536-well. Kelch-like ECH-associated protein 1 (Homo sapiens), Q14145. 340,000 tested, 0.15% active. inhibition, % at 9.4 µM; in the data active = inhibition above about 12%;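 note: human Keap1 Kelch domain with fluorescein labeled Nrf2 9mer peptide probe; 0% = neutral control wells and 100% = peptide positive control; higher means more block of Keap1 binding to Nrf2 peptide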
PvdQ inh: P. aeruginosa PvdQ acylase inhibitors, primary screen, biochemical, fluorescence, plate reader and imaging, single point; PvdQ acylase [Pseudomonas aeruginosa LESB58]; purified PvdQ acylase; inhibition, % at 10 µM; 340,000 tested, 0.063% active; in the data active = inhibition above about 30%, passing the limit was not always enough;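 note: 0% = vehicle neutral wells and 100% = reference inhibitor wells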
DAGLB inh: DAGLB lipase inhibitors, primary screen, biochemical, fluorescence, HTS | HEK293T DAGLB membrane lysate, EnzChek fluorogenic substrate | inhibition, % at 5.17 µM | 340,000 tested, 0.059% active; in the data active = inhibition above about 34%;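 note: 0% = enzyme with vehicle and 100% = wells lacking enzyme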
Target sequence (Q8NCG7 whole entry, looked up): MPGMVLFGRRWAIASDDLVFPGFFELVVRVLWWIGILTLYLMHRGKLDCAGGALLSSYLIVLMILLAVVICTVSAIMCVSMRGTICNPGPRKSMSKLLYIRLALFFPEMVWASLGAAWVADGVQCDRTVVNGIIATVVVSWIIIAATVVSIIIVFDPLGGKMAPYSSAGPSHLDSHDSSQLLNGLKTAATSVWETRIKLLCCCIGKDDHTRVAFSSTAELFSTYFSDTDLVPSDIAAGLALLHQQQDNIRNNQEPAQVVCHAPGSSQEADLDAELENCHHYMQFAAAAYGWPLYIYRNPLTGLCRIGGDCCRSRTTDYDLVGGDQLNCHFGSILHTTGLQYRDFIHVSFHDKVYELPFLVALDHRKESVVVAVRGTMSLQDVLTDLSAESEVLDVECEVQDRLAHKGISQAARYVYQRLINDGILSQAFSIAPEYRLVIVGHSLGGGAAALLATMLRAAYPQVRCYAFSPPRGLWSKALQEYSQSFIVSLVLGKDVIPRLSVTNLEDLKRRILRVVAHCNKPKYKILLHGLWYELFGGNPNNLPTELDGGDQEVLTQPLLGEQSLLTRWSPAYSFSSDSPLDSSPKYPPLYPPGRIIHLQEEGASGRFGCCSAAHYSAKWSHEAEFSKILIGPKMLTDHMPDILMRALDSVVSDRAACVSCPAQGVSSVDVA
Cardiac RTF inh: cardiac RTF calcium sensitivity inhibitors, primary screen, biochemical, IANBD-TnC fluorescence, EC70 calcium; IANBD-labeled cardiac RTF, Ca2+ fluorescence; inhibition, % at 7.15 µM; 340,000 tested, 0.12% active;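 active = inhibition above the mean inhibition of all tested compounds plus 3 SD, cut at about 17% in these data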;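 note: assay run at fixed EC70 calcium of 1.6 mM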
PKA-R2B activ: activators of PKA-R2B holoenzyme, primary screen, biochemical, fluorescence polarization, Cy5-IP20, human; activation, % at 11.4 µM; 340,000 tested, 0.079% active; PKA-R2B holoenzyme dissociation; R2B truncated from residue 108, S112A mutant; 0% DMSO only, 100% 113 µM cGMP; cAMP-dependent protein kinase catalytic subunit beta (Homo sapiens) + cAMP-dependent …;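 active = activation above a cutoff set at the mean over all compounds plus 3 SD, cut at about 18% in these data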;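 note: higher means more holoenzyme dissociation and a rise in polarization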
NSD2 inh: NSD2 histone methyltransferase inhibitors, primary screen, biochemical, AlphaScreen, single concentration, set 2 | NSD2 peptide methylation, 120 min | inhibition, % at 12.5 µM | 310,000 tested, 0.54% active | AID 743445, 2014; in the data active = inhibition above about 50%
LANA DNA inh: inhibitors of KSHV C-LANA binding to DNA, primary screen, biochemical, fluorescence polarization, FAM-LBS DNA, MBP-C-LANA, single point; Kaposi's sarcoma herpesvirus LANA C-terminal domain (residues 932-1162) DNA binding; inhibition, % at 9 µM; 340,000 tested, 0.078% active; AID 504423, 2011;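 active = highest replicate inhibition at or above 60% at 9 µM, even if other replicates fall short; inactive = all replicates below 60% inhibition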;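 note: 0% = neutral control wells and 100% = 4 µM acridine orange control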
Arrestin-AP2 inh: inhibitors of beta-arrestin/AP2 binding, primary screen, biochemical, GPCR trafficking, flow cytometry | AID 504490, 2011 | FITC-arrestin peptide / GST-AP2 beads; AP2 beta2 appendage carries R879A mutation | beta-arrestin 1 C-terminal peptide binding to AP2 beta2-adaptin appendage (human) | 340,000 tested, 0.31% active | inhibition, % at 10 µM;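 active = inhibition above a set limit, near 3 SD of compounds lacking own fluorescence, cut at about 54% in these data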;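 note: plate controls were DMSO wells for no effect and 5 µM unlabelled arrestin peptide for full effect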
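System: GST-AP2 R879A bound to glutathione beads, E. coli-expressed. Also added: 50 nM FITC-arrestin peptide. Schedule: compound with beads 12 min RT, then probe 1 h RT. Signal: bead flow cytometry, FITC channel. Read-out basis: percent response.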
Active calls of the source: *; . = not tested or not shown.

SMILES	SR-BI HDL uptake	SR-BI uptake up	Keap1-Nrf2 PPI	PvdQ inh	DAGLB inh	Cardiac RTF inh	PKA-R2B activ	NSD2 inh	LANA DNA inh	Arrestin-AP2 inh
COc1ccc(NC2C=CS(=O)(=O)C2)c(OC)c1 (configuration not stated)	5.0	-5.0	-0.6	7.5	5.0	-8.9	0.9	2.0	-0.3	14.9
CCOC(=O)C(C)Sc1nnc(Cc2cc(=O)[nH]c(=O)[nH]2)n1-c1ccc(OCC)cc1 (configuration not stated)	-7.3	7.3	1.4	-11.5	4.1	-8.8	-7.7	.	2.7	2.9
COc1ccc(OC)c(S(=O)(=O)NCCS(=O)(=O)N2CCN(c3ccccc3)CC2)c1	22.9	-22.9	1.6	-13.2	2.1	-6.8	0.3	10.5	1.4	-12.1
O=C(N=C1SC2CS(=O)(=O)CC2N1c1ccccc1F)C1CCCCC1 (configuration not stated)	-9.7	9.7	-0.3	-15.0	-2.5	-1.2	-3.8	5.6	1.2	-2.3
CC1CCN(C(=O)CN2C(=O)C(=O)N(C(C)C)C2=O)c2ccccc2S1 (configuration not stated)	-34.6	34.6	-4.9	-5.3	2.1	-1.2	-5.4	0.2	-0.6	2.9
Cc1c(C)n(Cc2ccccc2)c2ccc(C(=O)OCCCN(C)C)cc12	27.4	-27.4	-0.2	-0.2	0.6	0.7	-9.7	90.4*	-2.0	0.1
CN(C)c1ccc(/C=[N+](\[O-])C2SC(=S)N(C)C2(C)C)cc1 (configuration not stated)	-14.2	14.2	-4.3	-12.1	1.4	-6.9	-6.5	0.6	-0.3	0.9
CCOc1ccc(/C=N/Nc2cc(N3CCOCC3)nc(C)n2)c(O)c1	16.8	-16.8	0.8	6.4	0.4	5.2	-0.2	-0.4	0.0	37.9
COC(=O)C1CCN(c2cc(=O)n(-c3ccc(OC)cc3)c(=O)[nH]2)CC1	-14.4	14.4	3.4	-8.4	0.0	-4.2	7.3	.	0.6	-0.6
CCC1=Nc2cc(C(=O)N3CCCCC3)ccc2Sc2ccc(C)cc21	16.4	-16.4	0.3	-2.5	1.4	-8.7	13.5	30.1	-0.6	-7.0
O=C(NCc1c(Cl)cccc1Oc1ccccc1)c1ccccc1	-12.0	12.0	-6.4	7.7	-4.3	-0.4	-10.3	-1.6	-0.6	8.2
O=C(CSc1nnc(COc2ccccc2)o1)N1CCCCC1	.	.	1.4	-16.6	1.4	-9.7	-4.9	-3.1	-0.1	-9.4
CC(=O)NC/C(C)=N\Nc1ccc([N+](=O)[O-])cc1	-3.3	3.3	-0.2	3.3	2.5	-8.9	6.2	.	-0.7	1.0
CC(=O)Nc1cccc(-c2csc(NCc3ccco3)n2)c1	4.9	-4.9	-8.4	-12.4	-0.6	3.9	-5.8	-1.6	-1.7	-2.0
O=C(Nc1ccc(Br)cc1F)c1ccc2c(c1)OCCO2	-9.3	9.3	0.9	-4.3	-6.0	7.8	3.0	-3.0	-0.4	40.2
CCOc1ccccc1N1CCN(Cc2cccc(OC)c2OC)CC1	-22.8	22.8	1.5	1.4	-4.4	-2.5	-5.0	4.1	-0.5	29.7
O=C(NC(=S)N1CCCCCC1)c1cccc([N+](=O)[O-])c1	-22.3	22.3	-2.0	-14.2	1.4	-8.0	-5.5	4.6	0.1	-8.7
CC(=O)Nc1ccc(S(=O)(=O)N(C)c2ccc(OCCOc3cccc(C)c3)cc2)cc1	20.8	-20.8	-5.2	-10.4	-1.1	-7.5	-10.2	5.2	2.1	1.8
O=C(OCC(=O)N1CCCC1=O)c1cc2ccccc2o1	-17.3	17.3	1.6	6.7	-0.6	8.5	5.5	3.8	0.6	36.2
Cc1ccc(-c2csc(NCCn3c(C)nc4cc(C(F)(F)F)ccc43)n2)cc1	2.8	-2.8	-3.3	-18.1	0.6	10.0	-2.0	.	1.4	7.2
Cc1ccc(-c2cnc(-c3ccccc3C(=O)O)o2)cc1	-47.7	47.7	-4.7	-8.6	2.4	-11.8	-4.2	-3.2	0.3	-0.1
O=C(c1cccs1)c1coc2ccc(O)cc12	14.8	-14.8	-1.2	-2.4	-1.9	9.3	4.2	-1.9	-0.2	0.5
Nc1cc2ccncc2c2ccccc12	-12.9	12.9	0.6	-5.9	-3.4	2.7	2.6	18.8	0.0	46.3
OCc1ccc(-c2nn(Cc3ccccc3)c3ccccc23)o1	25.6	-25.6	-1.3	3.3	0.3	-1.8	-7.2	.	-0.9	-1.4
Cc1ccc(Cn2nnc3c(=O)[nH]c(C4CCN(S(=O)(=O)c5cc(C)ccc5C)CC4)nc32)cc1	-9.0	9.0	-3.2	-0.4	4.5	-5.5	-4.1	1.3	-1.5	7.2
Cc1onc(-c2c(F)cccc2Cl)c1C(=O)Nc1ccccc1N1CCOCC1	-21.4	21.4	-6.4	-1.5	-1.8	-1.8	-8.4	-4.0	0.7	24.6
CC(Oc1cccc(Cl)c1)C(=O)Nc1ccc(S(=O)(=O)N(C)C2CCN(C)CC2)cc1 (configuration not stated)	-14.4	14.4	-2.0	-0.4	-0.6	-3.4	-7.7	5.5	0.0	-1.8
O=C(Nc1c(Br)cc2c(c1Br)Cc1ccccc1-2)C(Cl)Cl	-0.3	0.3	4.5	-13.8	2.6	1.0	-12.0	-0.7	-4.2	-4.0
O=C(NC1CC1)c1ccc(-c2nc3ccccc3s2)s1	18.7	-18.7	2.6	0.5	-0.2	-0.2	11.9	-0.1	1.2	24.8
CCCCOc1ccc(NC(=O)C2CC=CCC2C(=O)O)cc1 (configuration not stated)	-11.4	11.4	0.9	-0.1	1.6	-6.7	-0.5	0.2	1.1	3.5
CC(CCc1ccccc1)NC(=O)CSc1nnnn1C (configuration not stated)	-32.6	32.6	-3.5	-13.2	-5.0	-14.1	-8.6	-3.7	1.2	-6.7
CCC1C(=O)N=C(SCC(=O)Nc2ccccc2)NC1=O (configuration not stated)	1.1	-1.1	-1.0	-3.7	0.2	-6.5	-0.6	1.6	0.7	4.3
Cc1noc(C)c1COC(=O)C1CCN(S(=O)(=O)c2c(Cl)cccc2Cl)CC1	17.3	-17.3	1.8	-13.4	-0.5	-4.8	-1.4	-2.4	0.5	-11.7
O=[N+]([O-])c1ccc(CSc2ncnc3ccccc23)cc1	11.9	-11.9	-1.9	-5.7	-2.6	5.9	8.0	-3.4	13.4	1.4
NNc1ncnc2sc3c(c12)CCC3	5.0	-5.0	-0.9	-9.0	-1.2	-6.2	-3.8	2.4	-0.9	2.9
Cc1ccc(O)c(-c2cc(C(=O)Nc3ccc(S(=O)(=O)N4CC(C)OC(C)C4)cc3)[nH]n2)c1 (configuration not stated)	44.9	-44.9	0.8	-15.1	1.8	-9.2	0.9	0.8	0.0	-1.3
O=C1c2ccccc2C(=O)c2cc(N3CCCCC3)ccc21	16.2	-16.2	-10.3	-11.2	23.8	-17.0	-1.5	8.0	-0.4	-14.5
Cc1ccnc(NC(=O)CCC(=O)c2cc(C)sc2C)c1	-10.1	10.1	-11.9	-6.0	3.5	-12.5	-5.3	-2.0	-3.1	-4.5
Cc1ccc(Oc2nc(-c3ccccc3)ncc2S(C)(=O)=O)cc1	29.8	-29.8	-0.4	-8.8	-1.5	-1.6	-2.6	-2.0	-0.5	-2.9
CCC(C)(C)NC(=O)c1cc([N+](=O)[O-])ccc1N1CCOCC1	17.4	-17.4	0.8	-3.3	0.4	10.8	-4.0	-2.3	1.7	-2.2
COc1ccc(-c2cc3ccccc3n2CC(O)Cn2nc(C)cc2C)cc1 (configuration not stated)	23.7	-23.7	1.3	-21.5	-0.1	-9.9	-4.6	-1.4	1.8	9.7
COCCC(=O)N1CCCC(CNS(=O)(=O)c2ccc(OC)cc2)C1 (configuration not stated)	5.1	-5.1	0.1	9.9	1.4	4.0	-8.5	-1.6	-0.7	-8.9

Given as labelled records: part of the list above
Cc1ccc(Cn2nnc3c(=O)[nH]c(C4CCN(S(=O)(=O)c5cc(C)ccc5C)CC4)nc32)cc1
  SR-BI HDL uptake: -9.0
  SR-BI uptake up: 9.0
  Keap1-Nrf2 PPI: -3.2
  PvdQ inh: -0.4
  DAGLB inh: 4.5
  Cardiac RTF inh: -5.5
  PKA-R2B activ: -4.1
  NSD2 inh: 1.3
  LANA DNA inh: -1.5
  Arrestin-AP2 inh: 7.2
Cc1onc(-c2c(F)cccc2Cl)c1C(=O)Nc1ccccc1N1CCOCC1
  SR-BI HDL uptake: -21.4
  SR-BI uptake up: 21.4
  Keap1-Nrf2 PPI: -6.4
  PvdQ inh: -1.5
  DAGLB inh: -1.8
  Cardiac RTF inh: -1.8
  PKA-R2B activ: -8.4
  NSD2 inh: -4.0
  LANA DNA inh: 0.7
  Arrestin-AP2 inh: 24.6
CC(Oc1cccc(Cl)c1)C(=O)Nc1ccc(S(=O)(=O)N(C)C2CCN(C)CC2)cc1 (configuration not stated)
  SR-BI HDL uptake: -14.4
  SR-BI uptake up: 14.4
  Keap1-Nrf2 PPI: -2.0
  PvdQ inh: -0.4
  DAGLB inh: -0.6
  Cardiac RTF inh: -3.4
  PKA-R2B activ: -7.7
  NSD2 inh: 5.5
  LANA DNA inh: 0.0
  Arrestin-AP2 inh: -1.8
